XBP1 UPR activ = activators of adaptive arm of unfolded protein response (XBP1); actives 0.33% (n = 330,000); CHO-XBP1 luciferase reporter, IRE1-XBP1 UPR activation, luminescence; percent of tunicamycin response, DMSO as zero; activation, % at 20 µM;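 active = versus positive control, 20 µM dose yields 30% or more activation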;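 also: 100% = tunicamycin at 10 µg/mL and 0% = DMSO only wells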
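Test system: CHO-XBP1 luciferase reporter cells | Buffer or medium: Serum-containing F12 medium, 10% FBS | Schedule: 6 h compound exposure at 37 °C, 5% CO2 | Detection: Steady-Glo luciferase glow luminescence, 10 min after reagent addition | Read-out basis: Activation, % of tunicamycin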
APJ ag = agonists of human APJ apelin receptor; P35414; CHO-K1 APJ PathHunter beta-arrestin, luminescence; 0% DMSO wells, 100% apelin; activation, % at 20 µM; actives 0.11% (n = 330,000); AID 2520;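 active = activation more than six SD over the plate average, tested at 20 µM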;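 also: 0% = DMSO alone and 100% = apelin-13 at 10 nM; some results filed as inactive read as strong as hits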
Target sequence (P35414 whole entry, looked up): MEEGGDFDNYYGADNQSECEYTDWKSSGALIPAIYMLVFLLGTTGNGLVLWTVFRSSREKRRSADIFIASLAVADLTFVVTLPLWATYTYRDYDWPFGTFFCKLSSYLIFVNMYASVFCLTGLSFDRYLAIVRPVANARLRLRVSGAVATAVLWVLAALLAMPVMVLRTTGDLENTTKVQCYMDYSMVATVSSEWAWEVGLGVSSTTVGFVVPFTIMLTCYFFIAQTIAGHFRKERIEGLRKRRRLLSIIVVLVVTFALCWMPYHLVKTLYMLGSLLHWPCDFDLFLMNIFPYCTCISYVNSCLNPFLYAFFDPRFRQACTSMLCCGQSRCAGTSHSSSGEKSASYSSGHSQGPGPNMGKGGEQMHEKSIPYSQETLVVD
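Material: CHO-K1 APJ beta-arrestin complementation cell line; Input: cell density 1000 per well; Incubation: compound stimulation 90 min at 25 °C, detection 60 min; Signal: luminescence from split beta-galactosidase complementation, Galacton Star/Emerald II substrate; Controls: DMSO-only wells as negative, 10 nM Apelin-13 as positive control.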
CHOP UPR activ = activators of apoptotic arm of unfolded protein response (CHOP) | CHO-CHOP luciferase reporter, UPR activation, luminescence; percent of tunicamycin response over DMSO baseline | activation, % at 10 µM | actives 0.34% (n = 330,000) | AID 449763;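 active = at 10 µM dose, activation of 40% or more, normalized to positive control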;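 also: 100% = tunicamycin at 10 µg/mL and 0% = DMSO alone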
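System: CHO CHOP reporter cells. Amount: 500 cells per well. Buffer or medium: F12 medium, 10% FBS. Compound dosing: one dose, 10 µM in 0.5% DMSO. Incubation: 6 h compound exposure at 37 °C after overnight seeding. Technique: Steady-Glo luciferase luminescence. Benchmarks: tunicamycin and DMSO controls.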
APJ antag = APJ receptor antagonism; P35414; CHO-K1 APJ beta-arrestin complementation, luminescence; inhibition, % at 20 µM; actives 0.32% (n = 330,000); AID 2521;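 active = inhibition above about 40% at 20 µM, limit read from the data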;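 also: cells challenged with 10 nM apelin-13 agonist together with compound; plate controls were apelin-13 plus DMSO wells for no effect and DMSO wells lacking apelin-13 for full effect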
Jurkat NFkB inh = lowers PMA/ionomycin-induced NF-kB signal in Jurkat cells. inhibition, % at 4 µM. PMA/ionomycin-induced NF-kB luciferase reporter, luminescence. actives 0.53% (n = 330,000). AID 435003; in the data active = inhibition above about 50%
697 NFkB inh = inhibitors of the PMA/ionomycin-induced NF-kB reporter in 697 B cells | actives 0.33% (n = 330,000) | inhibition, % at 4 µM | 697 B-cell NF-kB luciferase reporter, 16 h; in the data active = inhibition above about 35%
Mdm2-MdmX inh = inhibitors of human Mdm2/MdmX interaction. inhibition, % at 8 µM. actives 3% (n = 330,000). AID 485346. O15151+Q00987. SaOS-2 split-luciferase Mdm2/MdmX complementation, luminescence;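 active = inhibition of at least 50% at 8 µM in the primary screen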
tim23-1 inh = growth inhibitors of tim23-1 mutant yeast; inhibition, % at 20 µM; AID 463212; S. cerevisiae tim23-1 growth, BacTiter-Glo luminescence, 24 h; actives 1.3% (n = 330,000);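 active = growth inhibition of the mutant yeast at or above 50%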;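 also: temperature-sensitive mutant grown at 25 °C; plate controls were DMSO-treated mutant yeast for no effect and medium wells lacking yeast for full effect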
The depositor's hits bear a star.

SMILES	XBP1 UPR activ	APJ ag	CHOP UPR activ	APJ antag	Jurkat NFkB inh	697 NFkB inh	Mdm2-MdmX inh	tim23-1 inh
O=C(c1ccco1)N1CCN(CCCCN2C(=O)c3ccccc3C2=O)CC1	-3	-3	-2.1	1	4	-3	-2	-2
COc1ccc(C2C(C#N)=C(N)Oc3cc(N)ccc32)cc1OC (configuration not stated)	2	-2	0.1	-1	26	12	51*	3
O=C(CSc1nnc(COc2ccccc2Cl)o1)Nc1ccccc1	3	-3	-1.8	26	4	15	8	-5
CN(CC(=O)Nc1ccccc1Cl)C(=O)COC(=O)c1cc([N+](=O)[O-])ccc1N1CCOCC1	-2	-3	1.0	-5	-27	-28	3	5
Cc1ccc(S(=O)(=O)NNC(=O)c2snnc2C)cc1	-2	-24	1.0	-22	-4	-17	-15	12
CCOC(=O)N1CCc2c(sc(NC(=O)c3ccc(S(=O)(=O)N4CCCC4)cc3)c2C#N)C1	-1	-5	-0.3	8	-7	-13	18	-7
Nc1nc(-c2cccnc2)nc2sc3c(c12)CCCC3	14	0	4.7	-4	-159	-158	-106	39
CN(Cc1cccs1)c1nc(-c2cccnc2)nc2ccccc12	3	-3	-0.4	-1	5	-7	9	42
CN(CC(=O)NCc1ccccn1)S(=O)(=O)c1ccc(Br)cc1	0	-3	0.9	19	4	8	15	-2
O=C(CS(=O)c1ccc(C(F)(F)F)cc1[N+](=O)[O-])Oc1ccc(Cl)cc1 (configuration not stated)	-1	-1	-3.3	-12	-14	24	18	70*
CC1(c2ccc([N+](=O)[O-])cc2)NC(=O)N(CC(=O)Nc2cccnc2Cl)C1=O (configuration not stated)	-1	7	-0.1	-25	13	-5	-9	-10
CCOc1ccc(C(=O)NCC(=O)NCC(c2ccco2)N2CCCCC2)cc1OCC (configuration not stated)	-2	-4	2.2	-5	17	18	-14	5
O=C(O)CSc1nc(-c2cccs2)cc(C(F)(F)F)n1	0	-1	-1.1	-29	-2	-15	-15	9
O=S(=O)(Cc1ccc(Cl)cc1)N1CCN(c2ncccn2)CC1	-4	1	0.8	1	3	16	-19	-1
CC1(C)COCN1S(=O)(=O)c1ccc(C(=O)Nc2nnc(-c3ccc(Cl)s3)o2)cc1	5	9	5.0	-13	5	-13	15	28
C/C(=N\NC(=O)C1CC1)c1ccc(Cl)c(Cl)c1	4	-3	0.2	3	-12	8	-19	-6
CSc1nc(NCC(C)C)c2c3c(sc2n1)CN(C)CC3	-1	-3	-1.3	-7	12	-28	-6	24
O=C(Nc1ccc(CN2CCOCC2)cc1)c1ccc(Br)cc1	-2	-1	7.7	9	-13	-59	0	10
COc1ccc(-n2nnnc2CNC(=O)c2ccc(S(=O)(=O)N3CCOCC3)cc2)cc1	-1	3	-1.2	-1	9	-6	12	3
COc1ccc(CCN=Cc2ccccc2O)cc1OC	0	-4	2.0	9	-7	-4	16	5
CCOC(=O)c1ccc(NC(=O)N2C3CCCC2CC(NC(C)=O)C3)cc1 (configuration not stated)	-6	-2	-0.7	8	3	-3	24	-5
CCN(C[C@H]1N[C@@](CC)(C(=O)OC)[C@H]2C(=O)N(C)C(=O)[C@@H]12)S(=O)(=O)c1ccc(OC)cc1	-2	-2	1.0	0	-3	-10	4	-7
COc1cc2c(cc1OC)C(c1cccc(Br)c1)CC(=O)N2 (configuration not stated)	-1	-2	-0.5	-19	-14	-13	20	11
CC(C)NS(=O)(=O)c1ccc(NC(=O)CCc2ccccc2)cc1	-1	-3	-1.1	2	-10	-40	9	31
Nc1nonc1-c1noc(CCCCCN2C(=O)c3ccccc3C2=O)n1	3	-4	3.3	5	17	-1	-7	-1
COc1ccc(OC)c2sc(N3CCN(c4ccccc4)CC3)nc12	2	4	2.2	1	-5	-13	-1	24
CN=C(Nc1ccc(Cl)cc1)c1ccc(C(F)(F)F)cc1	-1	-3	-0.1	13	-15	3	6	-5
Cc1oc2c(c(C)cc3oc(=O)c(CC(=O)N[C@H](C(=O)O)C(C)C)c(C)c32)c1C	-4	0	0.5	-8	-14	16	-23	15
Nn1c(SCC(=O)N2CCOCC2)nnc1-c1ccco1	3	-3	-1.0	17	9	10	-5	2
CCN1CCN(c2ccc(S(=O)(=O)N3CCOCC3)cc2NC(=O)COc2ccc(F)cc2Cl)CC1	-3	-5	-1.6	3	-11	-37	14	5
O=c1cc(-c2cccc(Br)c2)nc(-c2ccccc2F)o1	-1	-2	2.5	-6	-10	15	27	63*
COc1ccc(C(CNC(=O)c2ccc(-c3ccccc3Cl)o2)N2CCOCC2)cc1 (configuration not stated)	2	-4	0.7	-5	-3	-32	0	39
FC(F)(F)c1ccc(N2CCN(Cc3ccc4c(c3)OCO4)CC2)nc1	-1	0	3.2	-1	-9	7	-28	15
O=C(Cc1ccc([N+](=O)[O-])cc1)NCc1ccccc1Cl	-2	-2	-2.1	-3	-2	-9	-23	5
CCOC(CNC(=O)C(=O)Nc1cc2c3c(c1)CC(=O)N3CCC2)OCC	-2	-3	-1.5	9	1	13	14	-11
CC1(C)CC2(CCO1)OC(=O)CC2C(=O)Nc1cccc2ccccc12 (configuration not stated)	-2	31	-1.6	-28	-17	-68	6	31
C/C(=N\NC(=O)c1ccc(N2CCCC2=O)cc1)c1ccccc1	1	-2	2.5	-3	-9	-14	13	0
CCCNC(=O)c1ccccc1NC(=O)C1=CSCCO1	-1	1	-0.2	27	0	-3	19	-4
Cc1ccc(NC(=O)CCNC(=O)c2ccc(Cl)cc2)cc1F	-1	-2	-0.6	-2	-16	1	16	-14
C=CCNC(=S)NNC(=O)CCC(O)COCCC(C)C (configuration not stated)	-8	-3	0.0	6	6	4	-9	-6
O=C1OC(/C=C/c2ccccc2)=NC/1=C/c1ccco1	-1	-4	2.3	24	-16	-14	49	47
COC(=O)C[C@H]1c2cc(F)ccc2S(=O)(=O)N1c1ccccc1	3	-8	0.8	-12	16	21	-6	28
O=C(CSCc1ccccc1Br)N/N=C/c1ccc(OCC(=O)N2CCCCC2)cc1	-1	-3	-0.5	5	3	-21	10	13
NC(=O)c1ccccc1NC(=O)c1ccccc1F	3	-2	2.3	3	-6	-19	8	-8
COc1ccc(-c2cc(C3CC3)nc(SCC(=O)c3cccs3)c2C#N)cc1	-1	-2	-1.3	3	-11	-2	30	18
O=C(O)CSc1ccccn1	2	1	-0.2	0	2	2	15	14
COc1ccc(Cl)cc1N(CC(=O)N/N=C/c1ccc(OC(C)C)cc1)S(=O)(=O)c1ccc(C)c([N+](=O)[O-])c1	-1	-1	0.7	6	-19	-1	13	19
CC1CCC(C(C)C)C(OC(=O)Cn2c(-c3ccccc3)[n+](C)c3ccccc32)C1 (configuration not stated)	19	-3	17	5	49	-24	93*	6
COc1ccc(C(=O)NCC(=O)N/N=C(\C)c2ccco2)cc1OC	2	-2	-0.5	-16	0	-8	18	7
N#CC1=C(S)N(c2ccccc2)C(c2ccc(-c3ccccc3Cl)o2)NC1=O (configuration not stated)	-2	-1	0.7	4	11	21	23	18

(next part)
SMILES	XBP1 UPR activ	APJ ag	CHOP UPR activ	APJ antag	Jurkat NFkB inh	697 NFkB inh	Mdm2-MdmX inh	tim23-1 inh
COc1ccc(OC)c(NC(=O)CSc2nc(=O)n(CCN3CCOCC3)c3c2CCCC3)c1	-3	-3	1.6	22	6	15	12	16
CCC1(C)Cc2c(sc3[nH]c(=S)n(Cc4ccccc4)c(=O)c23)CO1 (configuration not stated)	5	-4	-0.7	-10	-18	-8	31	3
Cc1csc(SCC(=O)Nc2cc(C(C)(C)C)nn2-c2ccccc2)n1	0	-6	-0.2	5	-8	-30	17	26
O=C1N/C(=N\N=C\c2ccc3ncccc3c2)SC1Cc1ccc(SC(F)F)cc1 (configuration not stated)	8	-2	3.7	7	-16	-39	13	5
Cc1ccccc1NC(=O)CC1(c2ccc(N(C)C)cc2)C(=O)c2ccccc2C1=O	-2	5	3.1	17	-2	6	3	17
Cc1nn(Cc2ccccc2)c(Cl)c1/C=C/C(=O)OCC(=O)NC(C)C(C)C (configuration not stated)	-1	-1	-0.5	-5	-12	-26	9	20
CCN(CC)P1(=O)OC(c2cc(OC)c(OC)c(OC)c2)=Nc2c1c(C)nn2-c1ccccc1 (configuration not stated)	-2	-2	2.8	14	-6	-1	-8	29
Cc1nc2nc(-c3ccco3)[nH]n2c(=O)c1Cc1ccccc1	1	-4	0.4	15	-4	9	0	0
Cc1ccc(NC(=O)CCC(=O)NNC(=O)c2ccco2)c(C)c1	0	-4	-0.2	-6	-5	20	2	20
CC(=O)OCC(=O)Nc1c(C)cc(C)cc1C	-6	-2	-1.1	4	-14	-3	8	4
O=C(N/C(=C\c1ccccc1)C(=O)N1CCOCC1)c1ccccc1Cl	-4	2	-0.2	9	10	-3	-7	3
Cc1ccccc1NCN1C(=O)C2CCC(C)(C1=O)C2(C)C (configuration not stated)	-1	-3	-0.5	-5	5	18	6	2
COc1ccc(S(=O)(=O)N2Cc3ccccc3CC2C(=O)O)cc1 (configuration not stated)	0	0	0.2	-1	-8	3	2	14
O=C(CCCCn1c(=O)c2ccccc2n(CC(=O)NC2CCCC2)c1=O)NCc1ccco1	0	-2	-3.4	-7	-10	13	18	-7
CN(C)c1ccc(NC(=O)c2cccc(C(=O)Nc3ccc(N(C)C)cc3)n2)cc1	0	8	5.2	-14	-37	-33	-1	13
CCCCCOc1ccc(C(=O)NC(CCC)C(=O)O)cc1 (configuration not stated)	0	0	0.0	14	5	5	-8	9
COc1ccc(C(=O)NC(=S)NNC(=O)[C@H]2C[C@@H]2c2ccccc2)cc1OC	65*	-3	1.4	1	0	18	62*	-20
Cc1cc(C)n(C(=O)COc2ccc(Cl)cc2Cl)n1	7	-2	-0.1	-4	-4	13	-8	20
CCc1cc2c(=O)c(-c3ccc4c(c3)OCCO4)coc2cc1OC(=O)c1ccco1	1	-7	1.5	13	-223	-360	-111	-14
Cc1ccc(-c2csc3nc4c5ccccc5c(NCCCN5CCOCC5)nn4c(=O)c23)cc1	7	-2	3.1	12	4	17	37	18

High-throughput results: PubChem, Sanford-Burnham Center for Chemical Genomics
